Screening data deposited in PubChem BioAssay by several laboratories.
Pf gamet viab: late stage P. falciparum gametocyte viability inhibitors, primary screen, ATP luminescence, HTS; AID 743093, 2013; 0.065% of 150,000 active; P. falciparum stage V gametocytes, 24 h; inhibition, % at 10.9 µM;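 active means inhibition above the mean plus 3 SD of compounds within the control limits, set per campaign, cut at about 38% in these data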;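 further: 0% = DMSO wells and 100% = medium only without gametocytes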
HRas wt GTP: modulators of GTP binding to HRas wildtype, primary screen, biochemical, bead-based flow cytometry, multiplex. GTP binding activity, % at 10 µM. GTPase HRas (Homo sapiens), P01112. GST-Ras wt beads, Bodipy-FL-GTP binding; actives lie on both sides. 0.14% of 190,000 active;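 active means GTP binding activity at least 20% away from the 100% baseline, either lowered as inhibitor or raised as activator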;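 further: 0% = unlabeled GTP competition control and 100% = no-compound control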
Target sequence (P01112 whole entry, looked up): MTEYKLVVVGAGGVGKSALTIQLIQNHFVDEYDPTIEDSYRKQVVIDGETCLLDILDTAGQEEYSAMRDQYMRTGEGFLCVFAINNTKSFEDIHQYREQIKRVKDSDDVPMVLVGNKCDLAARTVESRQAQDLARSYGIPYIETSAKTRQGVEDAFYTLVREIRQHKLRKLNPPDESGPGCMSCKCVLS
Rab7 wt GTP bind: modulators of GTP binding to Rab7, primary screen, biochemical, wildtype, multiplex bead flow cytometry | Rab7 GTPase wild type (dog), Bodipy-FL-GTP binding | GST-Rab7 beads, fluorescent GTP binding; actives lie on both sides; untreated = 100%, excess cold GTP = 0% | GTP binding activity (percent of control), % at 10 µM | 0.055% of 190,000 active;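 active means fluorescent GTP binding to Rab7 beads changed by at least 20 points from the 100% baseline, either direction, mostly lower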;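 further: median green fluorescence of bound Bodipy-FL-GTP per Rab7 bead population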
Cdc42 wt: modulators of GTP binding to wildtype Cdc42, primary screen, biochemical, multiplex bead flow cytometry, Bodipy-GTP. percent activity (GTP binding), % at 10 µM. Cell division control protein 42 homolog (Homo sapiens), P60953. GST-Cdc42 beads; actives lie on both sides. 0.2% of 190,000 active;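 active means percent activity GTP binding at least 20 points away from the 100% baseline, either down as inhibitor or up as activator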;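 further: median bead fluorescence of bound Bodipy-FL-GTP at 100 nM; 0% = excess unlabeled GTP control and 100% = no compound control; below 100% means less GTP binding so inhibitor and above means activator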
Target sequence (P60953 whole entry, looked up): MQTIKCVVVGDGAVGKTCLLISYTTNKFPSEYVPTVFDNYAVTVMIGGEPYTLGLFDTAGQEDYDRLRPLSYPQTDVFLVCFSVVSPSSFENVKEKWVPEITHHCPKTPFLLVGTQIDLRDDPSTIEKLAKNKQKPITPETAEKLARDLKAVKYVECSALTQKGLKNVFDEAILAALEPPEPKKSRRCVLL
Rab2 wt GTP: modulators of GTP binding to Rab2A wildtype, primary screen, biochemical, dog, bead-based flow cytometry, multiplex. GST-Rab2 wt beads, Bodipy-GTP binding. GTP binding activity, % at 10 µM. 0.19% of 190,000 active. AID 760, 2007;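 active means GTP binding activity at least 20 points away from 100%, either lowered or raised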;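 further: 0% = beads with excess unlabeled GTP and 100% = no-compound control corrected for plate trend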
Rac1 act GTP bind: GTP binding modulators of activated mutant Rac1, primary screen, biochemical, bead-based flow cytometry, multiplex, fluorescent GTP | Ras-related C3 botulinum toxin substrate 1 (Homo sapiens), P63000 | percent activity (GTP binding), % at 10 µM | AID 764, 2007 | 0.11% of 190,000 active | GST-Rac1 activated beads; actives lie on both sides; 100% means binding = to untreated wells;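 active means GTP binding at least 20 percentage points away from the 100% baseline, in either direction, so actives lie on both sides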
GSH bead fluor: compound fluorescence on glutathione beads, profiling panel, artefact control, biophysical, 488/530 nm, flow cytometry. GSH beads flow cytometry, compound fluorescence 488/530 nm; stronger effect = higher value. fluorescence (KMESF) at 10 µM. 0.25% of 190,000 active; in the data active means fluorescence above about 89;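 further: glutathione beads carrying GST-tagged Bcl family fusion proteins plus one bare bead set; values are compound well signal with DMSO vehicle wells as background; inactives centre near 16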
Rac1 wt GTP bind: wildtype Rac1 GTP binding modulators, primary screen, biochemical, GST-Rac1 beads, flow cytometry, multiplex; Ras-related C3 botulinum toxin substrate 1 (Homo sapiens), P63000; fluorescent GTP binding; actives lie on both sides; 0 = cold GTP competed, 100 = untreated; GTP binding activity (% of control), % at 10 µM; 0.27% of 190,000 active;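 active means GTP binding activity at least 20 points away from the 100% control level, either lower or higher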
Mcl1 Bid PPI: Mcl-1/Bid binding inhibitors, primary screen, biochemical, TR-FRET, 1536-well. AID 1021, 2008. TR-FRET Mcl-1/Bid-Dy647 peptide binding. inhibition, % at 21.7 µM. 0.97% of 220,000 active;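 active means compounds that cut the binding signal by more than half at the single screening dose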;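 further: His-tagged Mcl-1 with europium anti-His antibody binding Bid BH3 peptide; 0% = Mcl-1 plus peptide wells and 100% = peptide-only wells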
Target sequence (Q07820 whole entry, looked up): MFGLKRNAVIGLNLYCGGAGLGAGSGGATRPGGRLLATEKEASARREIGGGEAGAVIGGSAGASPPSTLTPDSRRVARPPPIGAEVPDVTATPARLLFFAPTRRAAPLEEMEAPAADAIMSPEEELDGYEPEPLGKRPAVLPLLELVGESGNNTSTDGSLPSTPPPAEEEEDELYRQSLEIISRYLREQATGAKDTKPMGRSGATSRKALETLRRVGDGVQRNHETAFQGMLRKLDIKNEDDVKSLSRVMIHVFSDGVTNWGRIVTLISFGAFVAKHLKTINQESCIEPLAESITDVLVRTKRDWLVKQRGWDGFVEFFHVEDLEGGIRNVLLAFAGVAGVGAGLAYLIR
Mcl1-Noxa inh: Mcl-1/Noxa binding inhibitors, primary screen, biochemical, TR-FRET, 1536-well. 1.5% of 220,000 active. inhibition, % at 21.7 µM. Induced myeloid leukemia cell differentiation protein Mcl-1 (Homo sapiens), Q07820. TR-FRET Mcl-1/Noxa peptide binding, 2 h;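 active means compounds that cut the protein-peptide binding signal by more than 50% relative to plate controls in a single-dose test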;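 further: His-tagged Mcl-1 with rhodamine Noxa BH3 peptide and terbium anti-His antibody; 0% = Mcl-1 plus Noxa peptide wells and 100% = peptide-only wells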
Avidin fluor: green autofluorescence of compounds with avidin beads – biophysical, 488/530 nm, flow cytometry, artefact control, profiling panel; compound fluorescence 488/530 nm; stronger effect = higher value; fluorescence (KMESF) at 10 µM; 0.38% of 220,000 active; in the data active means fluorescence above about 47; further: inactives centre near 10
* marks the source's active call; other numbers are inactive results.

How did Cc1nn(CCC(=O)O)c(C)c1C do in these assays?
HRas wt GTP: 103; Rab7 wt GTP bind: 102; Cdc42 wt: 105; Rab2 wt GTP: 104; Rac1 act GTP bind: 99; GSH bead fluor: 16; Rac1 wt GTP bind: 108; Mcl1 Bid PPI: -4; Mcl1-Noxa inh: 25; Avidin fluor: 79*

How did CCNC(=O)C/C(C)=N/NC(=O)C1CCCCC1 do in these assays?
HRas wt GTP: 103; Rab7 wt GTP bind: 105; Cdc42 wt: 105; Rab2 wt GTP: 103; Rac1 act GTP bind: 103; GSH bead fluor: 13; Rac1 wt GTP bind: 105; Mcl1 Bid PPI: -17; Mcl1-Noxa inh: -7; Avidin fluor: 8

Results for C=CCn1c(N)c(C(=O)Nc2ccccc2OC)sc1=S ?
Pf gamet viab: 1; HRas wt GTP: 101; Rab7 wt GTP bind: 104; Cdc42 wt: 108; Rab2 wt GTP: 101; Rac1 act GTP bind: 99; GSH bead fluor: 14; Rac1 wt GTP bind: 106; Mcl1 Bid PPI: -31; Mcl1-Noxa inh: -2; Avidin fluor: 22

What do the screens show for `CCOc1cc(CNc2ncnc3nc[nH]c23)ccc1OC`?
HRas wt GTP: 102; Rab7 wt GTP bind: 97; Cdc42 wt: 101; Rab2 wt GTP: 99; Rac1 act GTP bind: 97; GSH bead fluor: 27; Rac1 wt GTP bind: 102; Mcl1 Bid PPI: -6; Mcl1-Noxa inh: 2; Avidin fluor: 8

Results for CCn1cc(C(C)(C)C)c(C#N)c1NC(C)=O ?
Pf gamet viab: -5; HRas wt GTP: 99; Rab7 wt GTP bind: 100; Cdc42 wt: 95; Rab2 wt GTP: 99; Rac1 act GTP bind: 99; GSH bead fluor: 13; Rac1 wt GTP bind: 102; Mcl1 Bid PPI: -24; Mcl1-Noxa inh: -2; Avidin fluor: 10

What do the screens show for `Cc1ccc2c(c1)C1CN(C)CCC1N2S(=O)(=O)c1ccc(Oc2ccc([N+](=O)[O-])cc2)cc1` (stereo not given)?
HRas wt GTP: 95; Rab7 wt GTP bind: 96; Cdc42 wt: 96; Rab2 wt GTP: 95; Rac1 act GTP bind: 94; GSH bead fluor: 18; Rac1 wt GTP bind: 94; Mcl1 Bid PPI: 0; Mcl1-Noxa inh: 4; Avidin fluor: 6

Results for COc1ccc(/C=N/NC(=O)Cc2ccc(Cl)cc2)cc1OC ?
Pf gamet viab: 7; HRas wt GTP: 96; Rab7 wt GTP bind: 92; Cdc42 wt: 96; Rab2 wt GTP: 97; Rac1 act GTP bind: 95; GSH bead fluor: 13; Rac1 wt GTP bind: 98; Mcl1 Bid PPI: -18; Mcl1-Noxa inh: 6; Avidin fluor: 9

Results for O=C(NCCC1=CCCCC1)c1coc(=O)c(Br)c1 ?
HRas wt GTP: 101; Rab7 wt GTP bind: 95; Cdc42 wt: 101; Rab2 wt GTP: 96; Rac1 act GTP bind: 97; GSH bead fluor: 9; Rac1 wt GTP bind: 99; Mcl1 Bid PPI: -24; Mcl1-Noxa inh: 4; Avidin fluor: 18

Results for OC(CC1CC12c1ccccc1-c1ncccc12)(c1ccccc1)c1ccccc1 (stereo not given) ?
HRas wt GTP: 100; Rab7 wt GTP bind: 99; Cdc42 wt: 104; Rab2 wt GTP: 100; Rac1 act GTP bind: 100; GSH bead fluor: 11; Rac1 wt GTP bind: 105; Mcl1 Bid PPI: -11; Mcl1-Noxa inh: 16; Avidin fluor: 9

What do the screens show for `CCNc1nc(Cl)nc(N(NC(C)=O)C(C)CC)n1` (stereo not given)?
Pf gamet viab: 13; HRas wt GTP: 100; Rab7 wt GTP bind: 99; Cdc42 wt: 104; Rab2 wt GTP: 101; Rac1 act GTP bind: 100; GSH bead fluor: 10; Rac1 wt GTP bind: 104; Mcl1 Bid PPI: -18; Mcl1-Noxa inh: 11; Avidin fluor: 12

Results for c1ccc(N2CCN(c3nc(-c4cccs4)nc4ccccc34)CC2)cc1 ?
HRas wt GTP: 99; Rab7 wt GTP bind: 100; Cdc42 wt: 102; Rab2 wt GTP: 98; Rac1 act GTP bind: 98; GSH bead fluor: 9; Rac1 wt GTP bind: 103; Mcl1 Bid PPI: -9; Mcl1-Noxa inh: 0; Avidin fluor: 13

Results for CCOC(=O)CSc1cc(C)nc2ccc(OC)cc12 ?
Pf gamet viab: -14; HRas wt GTP: 97; Rab7 wt GTP bind: 98; Cdc42 wt: 98; Rab2 wt GTP: 99; Rac1 act GTP bind: 98; GSH bead fluor: 15; Rac1 wt GTP bind: 96; Mcl1 Bid PPI: 8; Mcl1-Noxa inh: 12; Avidin fluor: 8

Results for CC1CCCN(c2ccc(C(=O)OCC(=O)N3c4ccccc4Sc4ccccc43)cc2[N+](=O)[O-])C1 (stereo not given) ?
Pf gamet viab: 8; HRas wt GTP: 103; Rab7 wt GTP bind: 98; Cdc42 wt: 103; Rab2 wt GTP: 99; Rac1 act GTP bind: 99; GSH bead fluor: 16; Rac1 wt GTP bind: 105; Mcl1 Bid PPI: -18; Mcl1-Noxa inh: 14; Avidin fluor: 15

What do the screens show for `CN1Cc2cccc3c2C(Cc2ccccc2S3)C1` (stereo not given)?
Pf gamet viab: 9; HRas wt GTP: 100; Rab7 wt GTP bind: 98; Cdc42 wt: 99; Rab2 wt GTP: 100; Rac1 act GTP bind: 100; GSH bead fluor: 11; Rac1 wt GTP bind: 102; Mcl1 Bid PPI: -7; Mcl1-Noxa inh: 14; Avidin fluor: 18

Results for Cc1c(O)ccc(C(=O)CN2CCN(Cc3ccc4c(c3)OCO4)CC2)c1O ?
HRas wt GTP: 103; Rab7 wt GTP bind: 105; Cdc42 wt: 101; Rab2 wt GTP: 100; Rac1 act GTP bind: 103; GSH bead fluor: 10; Rac1 wt GTP bind: 106; Mcl1 Bid PPI: -51; Mcl1-Noxa inh: 3; Avidin fluor: 4

Results for Cc1cccc(C(=O)Nc2ccc(NC(=O)Cc3ccc(Cl)cc3)cc2)c1 ?
HRas wt GTP: 98; Rab7 wt GTP bind: 101; Cdc42 wt: 105; Rab2 wt GTP: 98; Rac1 act GTP bind: 98; GSH bead fluor: 17; Rac1 wt GTP bind: 104; Mcl1 Bid PPI: -26; Mcl1-Noxa inh: 0; Avidin fluor: 7

Results for CCCCCCOc1ccc(-c2ccc(C#N)cn2)cc1 ?
Pf gamet viab: 2; HRas wt GTP: 98; Rab7 wt GTP bind: 97; Cdc42 wt: 99; Rab2 wt GTP: 97; Rac1 act GTP bind: 95; GSH bead fluor: 35; Rac1 wt GTP bind: 98; Mcl1 Bid PPI: -5; Mcl1-Noxa inh: 7; Avidin fluor: 6

How did COc1ccc(Nc2ccc3nnc(-c4ccc(Br)cc4)n3n2)cc1 do in these assays?
HRas wt GTP: 97; Rab7 wt GTP bind: 98; Cdc42 wt: 98; Rab2 wt GTP: 95; Rac1 act GTP bind: 97; GSH bead fluor: 57; Rac1 wt GTP bind: 98; Mcl1 Bid PPI: -31; Mcl1-Noxa inh: -3; Avidin fluor: 9

How did COc1ccc(-n2c(SC3CCOC3=O)nc3ccccc3c2=O)cc1Cl (stereo not given) do in these assays?
Pf gamet viab: -5; HRas wt GTP: 98; Rab7 wt GTP bind: 98; Cdc42 wt: 96; Rab2 wt GTP: 99; Rac1 act GTP bind: 95; GSH bead fluor: 12; Rac1 wt GTP bind: 101; Mcl1 Bid PPI: 6; Mcl1-Noxa inh: 6; Avidin fluor: 17

What do the screens show for `O=C(NCc1cccnc1)C1CCN(S(=O)(=O)N2CCC3(CC2)OCCO3)CC1`?
Pf gamet viab: -3; HRas wt GTP: 101; Rab7 wt GTP bind: 99; Cdc42 wt: 100; Rab2 wt GTP: 100; Rac1 act GTP bind: 99; GSH bead fluor: 25; Rac1 wt GTP bind: 99; Mcl1 Bid PPI: -3; Mcl1-Noxa inh: 0; Avidin fluor: 6

How did Cc1nc2ccc(C(=O)NCc3ccc4c(c3)OCO4)cc2s1 do in these assays?
Pf gamet viab: -5; HRas wt GTP: 94; Rab7 wt GTP bind: 93; Cdc42 wt: 93; Rab2 wt GTP: 95; Rac1 act GTP bind: 91; GSH bead fluor: 21; Rac1 wt GTP bind: 96; Mcl1 Bid PPI: -12; Mcl1-Noxa inh: 18; Avidin fluor: 6

Results for CC(=O)Nc1ccc2c(c1)nc1n2CCOC1 ?
Pf gamet viab: 6; HRas wt GTP: 97; Rab7 wt GTP bind: 95; Cdc42 wt: 100; Rab2 wt GTP: 98; Rac1 act GTP bind: 99; GSH bead fluor: 33; Rac1 wt GTP bind: 99; Mcl1 Bid PPI: 2; Mcl1-Noxa inh: -17; Avidin fluor: 6

How did CC1(C)CC(=O)C=C(NNC(=O)c2ccccc2)C1 do in these assays?
Pf gamet viab: -7; HRas wt GTP: 99; Rab7 wt GTP bind: 97; Cdc42 wt: 100; Rab2 wt GTP: 99; Rac1 act GTP bind: 100; GSH bead fluor: 21; Rac1 wt GTP bind: 102; Mcl1 Bid PPI: -9; Mcl1-Noxa inh: -8; Avidin fluor: -2

What do the screens show for `CCN(CC)C(=O)C1CCCN(c2ccc([N+](=O)[O-])cc2/C=N/NC(=O)c2cccc(O)c2)C1` (stereo not given)?
HRas wt GTP: 103; Rab7 wt GTP bind: 101; Cdc42 wt: 105; Rab2 wt GTP: 103; Rac1 act GTP bind: 99; GSH bead fluor: 23; Rac1 wt GTP bind: 104; Mcl1 Bid PPI: -16; Mcl1-Noxa inh: 13; Avidin fluor: 6

Results for Cc1csc(NC(=O)c2ccc3c(=O)n4c(nc3c2)CCCCC4)n1 ?
Pf gamet viab: 3; HRas wt GTP: 96; Rab7 wt GTP bind: 99; Cdc42 wt: 97; Rab2 wt GTP: 94; Rac1 act GTP bind: 96; GSH bead fluor: 11; Rac1 wt GTP bind: 91; Mcl1 Bid PPI: -26; Mcl1-Noxa inh: 19; Avidin fluor: 7

How did CC(C)CCNC(=O)NC(=O)COC(=O)/C=C/c1cnc2ccccc2n1 do in these assays?
Pf gamet viab: 4; HRas wt GTP: 101; Rab7 wt GTP bind: 96; Cdc42 wt: 102; Rab2 wt GTP: 101; Rac1 act GTP bind: 99; GSH bead fluor: 69; Rac1 wt GTP bind: 98; Mcl1 Bid PPI: -13; Mcl1-Noxa inh: -1; Avidin fluor: 8
